# Screening data: PubChem BioAssay, several laboratories
# NALP1 yeast inh = inhibitors of NALP1 inflammasome in yeast; inhibition, % at 10 µM; hit rate 0.61% among 280,000; AID 2071; S. cerevisiae NALP1/ASC/caspase-1 growth, X-gal OD620, 72 h; in the data active = inhibition mostly above about 24%, no sharp cut-off; inactive = mostly below about 32%; also: some compounds called inactive have numbers as strong as hits
# PHOSPHO1 inh = PHOSPHO1 (human) inhibition. Q8TCT1. recombinant PHOSPHO1, absorbance phosphatase assay. inhibition, % at 13.3 µM. hit rate 1.1% among 290,000; in the data active = inhibition above about 60%
# IMP-1 inhibitor = inhibitors of Pseudomonas aeruginosa IMP-1 metallo-beta-lactamase; AID 1556; inhibition, % at 5.6 µM; purified IMP-1, nitrocefin hydrolysis, epi-absorbance fluorescence; hit rate 0.45% among 290,000;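 active = inhibition above the mean plus 3 SD of all compounds in the same screening run, cut at about 4.5% in these data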;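 also: 0% = IMP-1 with DMSO and 100% = DMSO wells lacking enzyme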
#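 Assay system: purified recombinant IMP-1 beta-lactamase. Input: IMP-1 0.2 nM before substrate addition. Buffer or medium: Zinc- and detergent-supplemented HEPES buffer, pH 7.1. Schedule: 25 °C, 15 min preincubation, 25 min reaction. Signal: Epi-absorbance fluorescence, 480 nm excitation, 530 nm emission. Evaluation: percent inhibition from optical density relative to buffer-blank wells.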
# GPR7 antagonist = antagonists of human GPR7 (neuropeptides B/W receptor 1); hit rate 1.1% among 290,000; inhibition, % at 4.4 µM; GPR7-expressing cells, fluorescence antagonist assay; P48145; AID 1861; in the data active = inhibition above about 16%, passing the limit was not always enough;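 also: cells stimulated with the agonist NPW; 0% = agonist with vehicle and 100% = vehicle without agonist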
# VIM-2 inhibitor = inhibitors of Pseudomonas aeruginosa VIM-2 metallo-beta-lactamase; purified VIM-2, nitrocefin hydrolysis, epi-absorbance fluorescence; inhibition, % at 5.6 µM; hit rate 0.89% among 290,000; AID 1527;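 active = inhibition above the mean of all tested compounds plus 3 SD, cutoff set per screening run, cut at about 7.5% in these data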;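 also: red hydrolysis product quenches plate fluorescence so inhibitors raise well fluorescence; 0% = enzyme with DMSO and 100% = DMSO without enzyme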
# IDE cell activ = boosts human insulin-degrading enzyme activity in HEK cells; P14735; AID 493087; activation, % at 5.96 µM; hit rate 0.073% among 340,000; FAbeta-B cleavage, fluorescence polarization; 0% vehicle, 100% cell-free pure enzyme wells;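 active = activation above the mean of all tested compounds plus 3 SD, set per screening campaign, cut at about 17% in these data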
# Target sequence (P14735 whole entry, looked up): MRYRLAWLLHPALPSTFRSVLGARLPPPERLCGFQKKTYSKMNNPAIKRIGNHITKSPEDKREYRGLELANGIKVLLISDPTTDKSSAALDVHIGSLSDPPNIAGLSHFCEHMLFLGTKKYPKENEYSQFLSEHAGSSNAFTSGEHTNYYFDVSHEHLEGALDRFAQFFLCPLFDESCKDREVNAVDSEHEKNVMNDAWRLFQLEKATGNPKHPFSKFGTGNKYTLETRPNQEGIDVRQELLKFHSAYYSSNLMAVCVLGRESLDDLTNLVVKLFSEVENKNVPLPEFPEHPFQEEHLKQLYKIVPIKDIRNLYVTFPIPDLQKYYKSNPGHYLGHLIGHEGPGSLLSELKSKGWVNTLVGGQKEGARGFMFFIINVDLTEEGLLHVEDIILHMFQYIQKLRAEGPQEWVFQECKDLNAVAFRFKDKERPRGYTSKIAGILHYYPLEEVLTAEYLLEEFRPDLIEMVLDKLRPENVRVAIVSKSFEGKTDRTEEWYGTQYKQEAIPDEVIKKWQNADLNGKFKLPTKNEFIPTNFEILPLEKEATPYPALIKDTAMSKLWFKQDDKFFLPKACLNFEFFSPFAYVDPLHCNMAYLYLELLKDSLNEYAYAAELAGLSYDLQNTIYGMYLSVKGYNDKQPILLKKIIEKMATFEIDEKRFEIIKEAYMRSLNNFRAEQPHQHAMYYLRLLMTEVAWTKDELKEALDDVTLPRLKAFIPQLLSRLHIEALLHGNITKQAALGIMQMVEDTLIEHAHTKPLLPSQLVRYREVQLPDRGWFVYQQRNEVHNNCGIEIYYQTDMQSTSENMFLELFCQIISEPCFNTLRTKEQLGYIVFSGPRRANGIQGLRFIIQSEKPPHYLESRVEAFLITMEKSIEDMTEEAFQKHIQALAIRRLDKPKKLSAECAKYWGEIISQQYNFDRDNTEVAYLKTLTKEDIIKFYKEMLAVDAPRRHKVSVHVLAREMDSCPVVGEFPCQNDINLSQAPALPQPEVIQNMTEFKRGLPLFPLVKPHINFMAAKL
# M18AAP inhibitor = PfM18AAP enzyme inhibition | hit rate 1.2% among 290,000 | recombinant PfM18AAP, H-Glu-NHMec fluorogenic cleavage | inhibition, % at 7.35 µM | AID 1822;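 active = inhibition above the campaign mean inhibition over all tested compounds plus 3 SD, cut at about 28% in these data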;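 also: 0% = plate median of test compound wells and 100% = 2 mM ZnCl2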
# p-CIP stab down = p/CIP protein destabilization | Q05BA5 | F442A p/CIP-EGFP cells, EGFP fluorescence, 16 h | decrease of EGFP signal, % at 10 µM | hit rate 0.01% among 290,000 | AID 1984;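 active = EGFP signal decrease of at least 30% at 10 µM or well 3 SD below plate mean, unless failing retest; inactive = the rest, including hits failing retest or dose response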; also: some compounds called inactive have numbers as strong as hits; many of its hits are not listed in these tables
# IDE inh = inhibits human insulin-degrading enzyme in HEK cells; P14735; FAbetaB cleavage, fluorescence polarization; inhibition, % at 5.59 µM; hit rate 0.41% among 320,000;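 active = percent inhibition above the average of all tested compounds plus 3 SD, set per screening campaign, cut at about 16% in these data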;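 also: IDE supplied by intact live HEK cells; FP after avidin binding of uncleaved biotin substrate so inhibition keeps polarization high; 0% = DMSO wells and 100% = 60 µM reference IDE inhibitor Ii1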
# An asterisk follows results filed as active; · = no result given; & = joins results of further samples. Random draw from the library; overall some 5.3% were active at least once.
SMILES,NALP1 yeast inh,PHOSPHO1 inh,IMP-1 inhibitor,GPR7 antagonist,VIM-2 inhibitor,IDE cell activ,M18AAP inhibitor,p-CIP stab down,IDE inh
Cc1ccc(NC(=O)/C=C/c2cccc([N+](=O)[O-])c2)nc1,-2,11,-4.1,-5,-3.0,4,-1,12,-3
COc1ccc(C(=O)Nc2cccc3cccnc23)cc1OC,6,-4,-0.6,0,0.3,6,2,4,7
CCCCc1n[nH]c2c1/C(=N/O)CC(c1ccccc1)C2 (configuration not stated),10,50,-5.0,11,-3.6,9,-4,1,-3
Oc1ccc(/C=N/Nc2cc(N3CCCC3)nc(N3CCCC3)n2)cc1O,-45,-12,-1.7,-4,-1.1,5,40*,-20,-18
CCCSCCCNC(=O)Cn1cc2c(n1)CCCCC2,23,22,-2.3,-7,-1.7,-1,-13,0,-1
Cc1cccc(NCC(=O)NNC(=S)Nc2ccccc2)c1,-4,-76,-0.5,11,-2.3,7,22,-1,2
Cc1cc(C(=O)OCC(=O)Nc2cc(S(=O)(=O)N(C)C)ccc2Cl)c2ccccc2n1,10,4,-1.9,-7,-2.9,6,-3,9,-4
Cc1cc(NC(=O)CSc2nnc(Nc3ccccc3C)s2)no1,0,-28,-3.2,-15,-2.8,2,-4,2,5
Cc1cnn(Cc2ccccc2)c1N,3,-7,-3.5,-8,-4.3,3,2,-18,-1
Cc1nn(C)cc1CNC(=O)c1cnn2c(C(F)F)cc(C3CC3)nc12,7,-14,0.1,-9,6.7,5,-14,7,-7
CN(C)CCCNc1c2c(nc3ccccc13)CCC2,26,18,-3.0,-6,2.2,-1,3,8,4
Cc1ccc(-c2cc(=O)c3ccccc3[nH]2)cc1,18,-4,-3.4,-13,-1.7,3,-5,-18,3
O=C(ON=C1CCSCC1)c1ccccc1,·,·,-1.0,14,-5.1,2,-1,·,0
COc1nc(NC(C)=O)nc(C)c1Br,13,-13,-0.6,-12,-0.3,·,5,-2,-4
O=C(NC(=O)c1cc(OCC(F)(F)F)ccc1OCC(F)(F)F)Nc1ccccc1,-2,8,-2.5,-2,-3.0,5,-2,-10,-4
O=C(NNC(=S)Nc1ccccc1)c1ccc2ncccc2c1,-6,-103,-4.1,-9,-2.4,1,9,-8,10
O=C(NC(=S)NCC1CCCO1)c1ccc([N+](=O)[O-])cc1 (configuration not stated),9,-6,-2.9,-13,-2.4,3,-6,1,-2
O=C(NCCc1ccccc1)c1ccc(OCCOc2ccccc2)cc1,14,40,2.2,-4,-1.4,-5,0,-5,1
CN(C)CCNc1oc(-c2cccc(Cl)c2)nc1C#N,9,9,-1.8,-1,-0.7,1,-7,-4,12
COC(c1ccccc1)c1nnc(CCC(=O)NCCc2ccc(Cl)cc2)o1 (configuration not stated),9,3,0.8,-6,-0.2,0,-2,5,5
O=S(=O)(NCCc1csc(-c2cccnc2)n1)c1cccc(F)c1,1,53,-0.3,-5,-0.5,-1,5,-9,3
CC(=O)c1ccc(NC(=O)c2ccc(N3C(=O)c4cccnc4C3=O)cc2)cc1,1,38,0.8,-16,-0.7,1,-11,-2,-2
Cc1ccc2[nH]c(=O)c(C(c3nnnn3C3CCCC3)N(Cc3cccnc3)Cc3ccco3)cc2c1 (configuration not stated),7,33,-3.5,-11,-2.4,7,10,-14,-2
Cc1occc1-c1nnc(SCC(=O)Nc2ccccc2)n1Cc1ccccc1,-37,9,-3.5,5,-1.8,-1,4,-4,0
CC(C)Oc1ccc(C(=O)Nc2ncn[nH]2)cc1,-2,29,-3.9,-12,-4.3,1,13,-5,-2
O=C(N/N=C/c1sc(N2CCOCC2)nc1-c1ccccc1)c1ccc(O)cc1,12,39,-2.0,8,-3.8,-6,6,-5,-3
CCNC(=S)Nc1ccc(-c2nc3ccccc3[nH]2)cc1,-3,-16,-1.5,-8,-0.6,-3,-12,-7,5
COc1cccc(-c2ccc(NC(=O)C3CCCN(Cc4ccco4)C3)cc2)c1 (configuration not stated),17,20,0.3,-7,-0.1,0,-2,-7,-4
O=C(CNC(=O)/C(=C\c1ccccc1)NC(=O)c1ccc(Br)cc1)OCc1ccccc1,4,14,-2.4,-18,-6.3,2,-2,5,0
Brc1ccccc1OCCCN1CCCCCC1,9,41,-2.3,-9,-2.9,0,-6,-10,-2
O=C1N(c2ccccc2)CCN1c1ccccc1,31,14,-0.2,7,1.6,5,-12,5,4
CCc1cc2c3c([nH]c2cc1S(=O)(=O)NCCCOC)CC(C)(C)CC3=O,5,48,0.1,-15,-1.2,1,-1,-15,-3
CCOc1ccccc1-n1c(SCC(N)=O)nnc1-c1ccccc1,6,27,-2.3,-11,-1.2,3,3,-8,7
O=C(CSc1ccccc1)NCc1ccc(F)cc1,16,50,-2.7,-4,-1.7,2,3,-8,3
COc1ccccc1NS(=O)(=O)c1cc(NC(=O)c2ccccc2F)ccc1N1CCOCC1,16,23,-1.6,-8,-1.8,2,-3,2,1
COc1cccc(CNC(=O)C2CCCN(S(=O)(=O)c3c(C)n[nH]c3C)C2)c1 (configuration not stated),0,13,-3.0,-5,-2.4,8,-9,8,2
O=C(COc1ccccc1)NCCSCc1ccccc1Cl,5,-6,-1.4,-11,-4.1,4,4,15,0
CCOc1ccc(S(=O)(=O)NC2CCCCCC2)cc1,-4,-20,-1.9,0,0.1,2,-4,-2,4
CCn1cc(C(=O)N(C)c2ccccc2F)c2cc(OC)c(OC)cc2c1=O,-10,-7,-0.1,7,-0.4,4,5,0,1
CCc1nnc(NC=C2C(=O)OC(C)(C)OC2=O)s1,1,-14,-3.7,-7,-0.9,1,10,13,-3
CC(=O)/C(C(=N)N1CCN(c2cccc(Cl)c2)CC1)=C(\C)O,25,-31,-0.1,3,-2.9,0,1,-2,1
O=C(Oc1cc(=O)oc2ccccc12)c1ccccc1,17,0,-0.3,-1,-1.3,4,1,-3,-2
CCCCN(CC)CCNC(=O)Cn1cc2c(n1)-c1c(oc(C(=O)N3CCCC3)c1C)CC2,13,7,-1.3,-5,-1.5,9,12,4,1
CCCCCCN1CC(=O)N2[C@@H](Cc3c([nH]c4ccccc34)C2(C)C)C1=O,6,33,-2.4,-30,-3.4,3,4,0,3
C/C(=N/NC(=O)c1cc(Cl)ccc1O)C12CC3CC(CC(C3)C1)C2,0,4,-0.2,9,-1.5,4,3,0,-7
COc1ccc(OC2CCN(C(=O)Nc3ccc(C)cc3)CC2)cc1,10,26,-1.9,28,-0.1,-2,0,-3,1
Clc1ccc(CSc2nnc(-c3cccnc3)o2)cc1,21,3,-0.8,11,-0.6,0,3,-3,0
CC(C)N1CCC(=NNC(=O)c2cccs2)CC1,7,28,-3.5,-3,-2.0,2,-10,-10,0
CC(C)Cn1c(N)c(C(=O)COC(=O)/C=C/c2cccs2)c(=O)n(C)c1=O,1,-21,-0.7,6,-1.4,5,-9,3,9
CCCCn1cnc2c1c(=O)[nH]c(=O)n2CCCC,50,21,-3.4,-4,-4.3,0,1,-10,1
# Further results.
SMILES,NALP1 yeast inh,PHOSPHO1 inh,IMP-1 inhibitor,GPR7 antagonist,VIM-2 inhibitor,IDE cell activ,M18AAP inhibitor,p-CIP stab down,IDE inh
Cc1ccccc1N/C=C/C(=C(C#N)C#N)N(C)C,11,16,-0.3,5,0.9,4,0,-1,-1
Cc1cccc(OCCCN2C(=O)C(=O)c3cc(C)ccc32)c1,-7,10,-2.1,14,-3.6,-6,20,-4,2
CC(CNC(=O)c1cc(COc2ccc3ncccc3c2)on1)c1ccccc1 (configuration not stated),14,-2,-1.6,3,1.7,-2,-2,-13,-2
O=C(NCc1ccc(F)cc1)C(=O)c1cn(CC(=O)N2CCCC2)c2ccccc12,17,33,-2.6,-5,-2.0,4,-12,1,-4
O=C(O)c1cccc(S(=O)(=O)N2CCN(Cc3ccc4c(c3)OCO4)CC2)c1,8,0,-2.4,-11,-1.0,2,2,7,4
CCOC(=O)C1CCN(S(=O)(=O)c2cc(C(=O)N3CCCCC3)ccc2OC)CC1,-32,9,-3.6,-6,-1.6,0,-5,8,6
CC(=O)N1CCN(c2ccc(OC[C@H]3CO[C@](Cn4ccnc4)(c4ccc(Cl)cc4Cl)O3)cc2)CC1,5&14,44&11,-2.8&-3.7,5&-1,-2.8&-4.2,6,2&5,-19&-7,3
CC1(C)CC(NC(=O)c2coc(=O)c(Br)c2)CC(C)(C)N1,24,6,-0.8,-17,-2.8,5,-4,-4,0
CCOC(=O)N1CCC(NC(=O)CCC(=O)N2CCOc3ccccc32)CC1,-3,22,-2.9,-6,0.8,2,-7,-5,3
CN1C(=O)C(C)(C)c2cc(S(=O)(=O)N3CCN(c4ccc(F)cc4)CC3)ccc21,5,30,-0.2,12,-1.0,3,-7,-6,-6
Cc1ccc(C)c(N2CCN(C(=O)C3CCCN(S(=O)(=O)c4cnc[nH]4)C3)CC2)c1 (configuration not stated),-6,-15,-3.4,-9,0.4,3,-1,-4,3
Cc1ccc(-c2nc3n(n2)Cc2ccccc2-3)cc1,-11,-23,-0.9,-5,-0.3,4,-5,-10,8
CC(C)(C)NC(=O)CSc1nnc(-c2ccco2)n1Cc1ccco1,3,20,-3.8,-5,-1.5,7,-3,2,1
O=C(c1cc2ccccc2oc1=O)N1CCN(CCc2ccccc2)CC1,26,42,-3.1,-9,-3.4,2,-4,1,-3
COc1ccc(NC(=O)CCC(=O)N/N=C/c2cn(C)nc2C)cc1,·,27,-1.9,4,-3.2,·,1,-13,6
CC(C)(C)NC(=O)NCc1cccnc1,·,32,-0.5,-5,-1.3,0,1,-6,10
Cc1ccc(OC(C)C(=O)N2CC(=O)Nc3ccccc32)cc1 (configuration not stated),4,2,1.2,-3,2.7,0,-15,-2,-1
O=S1(=O)NC(=NCc2ccco2)c2ccccc21,29,-30,-6.0,12,3.4,-2,-2,8,2
COc1cc(/C=C(/C#N)c2ccc(C)cc2)ccc1Oc1ccc([N+](=O)[O-])cn1,40,0,-1.8,0,-0.4,1,2,0,2
CCN(CC)C(=O)CSc1nnc(CNc2ccc(F)cc2)o1,2,33,-1.5,-4,-0.6,4,-8,-7,3
C/C(=N\O)C(C)(C)Nc1cccc(Br)c1,·,27,-3.6,-22,-1.1,2,2,-8,-4
COc1ccc(S(=O)(=O)Cc2ccc(C(=O)N3CCN(c4ccccc4F)CC3)o2)cc1,-30,9,-2.8,-2,-2.5,-1,-3,-18,3
O=C(Nc1ccc(-c2nc3ccccc3c(=O)o2)cc1)c1ccco1,18,1,-0.4,0,-0.1,5,-6,7,7
CCOC(=O)N1CCN(C(=O)c2cccc(N3C(=O)NC4CC3(C)Oc3ccc(Cl)cc34)c2)CC1 (configuration not stated),-20,6,-3.3,0,-0.7,9,0,5,3
CN(C)c1ccc(/C=C/c2nc3ccccc3c(=O)[nH]2)cc1,10,39,0.2,3,-0.5,-12,-5,-25,13
COc1ccc(-c2nsc3c(N4CCN(C(=O)c5ccco5)CC4)ncnc23)cc1,15,39,-2.0,-19,-1.5,-4,11,2,4
O=C(Cn1nnc2ccccc21)N/N=C/c1ccco1,12,-7,-3.5,-6,-3.9,0,-1,-16,0
